BL2 CD40 inh: CD40 pathway inhibition in BL2 cells; inhibition, % at 10 µM; BL2 NF-kB luciferase reporter, CD40L-induced, 4 h; hit rate 0.94% among 83,000;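 active = mean inhibition of at least 50% with a set share of replicates also reaching that level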;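 also: 0% = neutral control wells and 100% = IKK inhibitor VII at 50 µM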
Numbers without * were called inactive; [ ] = remark or other dose.

Molecule	BL2 CD40 inh
Cc1cc2nccc(-c3ccncc3)n2n1	14.4
CCc1ccccc1NC(=O)NC1CC2CCC(C1)N2Cc1ccco1 (stereo unspecified)	8.2
O=C(NNS(=O)(=O)c1ccccc1)c1cc2cc3ccccc3nc2s1	-11.6
Cc1nc(N)nc(N)c1Oc1ccc(Cl)cc1	6.0
CC1CCCC(NC(=O)CSc2nnc(C(F)(F)F)n2C)C1C (stereo unspecified)	10.1
Cc1ccc([N+](=O)[O-])c(OCc2ncc(Cl)n2C)c1	-36.2
O=C(CCCOc1ccc(Cl)cc1)NCC1CCCO1 (stereo unspecified)	0.7
CO[C@@H]1CN(C)C(=O)c2ccc(NC(=O)Nc3cc(F)ccc3F)cc2OC[C@@H](C)N(C(=O)c2ccccn2)C[C@H]1C	0.9[25 µM]
C[C@@H]1CN([C@H](C)CO)C(=O)c2c(c3ccccc3n2C)-c2ccccc2CO[C@@H]1CN(C)S(=O)(=O)c1cccc(C#N)c1	-3.3
CCC(C)C(=O)NCCc1ccc(S(N)(=O)=O)cc1 (stereo unspecified)	0.4
Cc1cc(NS(=O)(=O)c2ccc(NC(=O)c3oc4ccccc4c3C)cc2)no1	5.5
CC1(C)CC(=O)C(C2=NC3(CCCCC3)Cc3ccccc32)=C(O)C1	5.0
O=C(c1sc2ccccc2c1Cl)N1CCN(CCc2ccccn2)CC1	7.3
O=C1COc2ccc(C(=O)COC(=O)Cc3ccsc3)cc2N1	-54.7
O=C(COc1ccccc1)Nc1ccc(C(=O)N2CCCC2)cc1	-10.1
CC(NC(=O)COc1ccccc1)C(=O)N1CCN(c2ccccc2)CC1 (stereo unspecified)	2.1
CN1CCN(C(=O)C[C@@H]2C[C@H]3c4cc(NC(=O)NC5CCCCC5)ccc4O[C@H]3[C@@H](CO)O2)CC1	6.5
O=C(c1nc2ccccc2s1)N1CCSCC1	-56.0
O=C(COc1coc(CN2CCN(c3ccccc3)CC2)cc1=O)N1CCc2ccccc21	-11.5
Cc1ccc(C)c(OCCC(=O)OCC(=O)Nc2cccc(S(=O)(=O)N3CCCC3)c2)c1	8.2

Next part; the last 6 above are carried over.
Molecule	BL2 CD40 inh
O=C(COc1ccccc1)Nc1ccc(C(=O)N2CCCC2)cc1	-10.1
CC(NC(=O)COc1ccccc1)C(=O)N1CCN(c2ccccc2)CC1 (stereo unspecified)	2.1
CN1CCN(C(=O)C[C@@H]2C[C@H]3c4cc(NC(=O)NC5CCCCC5)ccc4O[C@H]3[C@@H](CO)O2)CC1	6.5
O=C(c1nc2ccccc2s1)N1CCSCC1	-56.0
O=C(COc1coc(CN2CCN(c3ccccc3)CC2)cc1=O)N1CCc2ccccc21	-11.5
Cc1ccc(C)c(OCCC(=O)OCC(=O)Nc2cccc(S(=O)(=O)N3CCCC3)c2)c1	8.2
COc1nonc1NCn1nc(C)cc1C	3.0
COc1cccc(-c2cc(C(=O)N3CCc4ccccc4C3)[nH]n2)c1	-34.5
O=C(Nc1cccnc1)OC1CCCCC1	-20.4
c1ccc2[nH]c(SCc3cn4cccnc4n3)nc2c1	-27.7
c1ccc2c(c1)CCCn1nnnc1-2	7.2
COC(=O)c1sc(SC)c(S(=O)(=O)C(C)C)c1N	9.1
CCCNC(=O)N1C[C@@H]2[C@H](c3ccccc31)[C@@H](CO)N2Cc1cccc(OC)c1	0.5[25 µM]
CCN(CC)C(=O)CSC1c2ccccc2C(=O)N1c1ccccc1 (stereo unspecified)	6.4
c1ccc(CSc2nccc(-c3ccco3)n2)cc1	-67.9
COC(=O)Nc1sc2c(c1C(=O)N1CCOCC1)CCC(C)C2 (stereo unspecified)	11.6

Taken from the entries so far (5 entries):
Molecule	BL2 CD40 inh
c1ccc2[nH]c(SCc3cn4cccnc4n3)nc2c1	-27.7
c1ccc2c(c1)CCCn1nnnc1-2	7.2
COC(=O)c1sc(SC)c(S(=O)(=O)C(C)C)c1N	9.1
CCCNC(=O)N1C[C@@H]2[C@H](c3ccccc31)[C@@H](CO)N2Cc1cccc(OC)c1	0.5[25 µM]
CCN(CC)C(=O)CSC1c2ccccc2C(=O)N1c1ccccc1 (stereo unspecified)	6.4

Remaining list, next part.
Molecule	BL2 CD40 inh
C[C@H](CO)N1C[C@H](C)[C@@H](CN(C)Cc2ccc3c(c2)OCO3)Oc2ccc(NC(=O)Cc3cn(C)c4ccccc34)cc2C1=O	1.1[25 µM]
Cc1cccc(-n2cnc(C(=O)Nc3cccnc3)c2)n1	-61.8
Cc1ccc(-c2noc(CSc3nc(N)cc(N)n3)n2)cc1	-109.2
O=C(NC1=NCCS1)C12CC3CC(C1)CC(C(=O)NC1=NCCS1)(C3)C2	2.5
c1ccc(-c2ccc(C3[C@H]4CNC[C@@H]3N4Cc3cccc(-c4ccncc4)c3)cc2)cc1 (stereo partly specified)	8.6[25 µM]
N#Cc1cccc(-c2ccc3c(c2)[C@@H]2[C@@H](CCN2S(=O)(=O)c2cccc(F)c2)[C@@H](CO)N3)c1	12.2
COc1ccc(CONS(=O)(=O)c2ccc(NC(C)=O)cc2)cc1Cl	0.4
CC(O)(c1ccc(F)c(F)c1)c1nc(-c2cccc(C(=O)O)c2)cs1 (stereo unspecified)	-54.7
C[C@H](CO)N1C[C@H](C)[C@@H](CN(C)Cc2cccc3c2OCCCO3)OCc2cnnn2CCCC1=O	4.1[25 µM]
CC1(C)CC(=O)C(C(=O)c2ccccc2)C(=O)C1	4.3
Cc1ccc(-c2cc(C(=O)OCC(=O)Nc3cc(C)on3)c3ccccc3n2)c(C)c1	8.0
C/C=C/c1ccc([C@@H]2[C@H](CO)N(C(C)=O)[C@H]2CNC(=O)c2ccccc2)cc1	-9.7[25 µM]
COc1ccccc1NC(=O)Nc1nc(CC(=O)N2CCN(c3ccccc3)CC2)cs1	-6.6
CCN(CC)CCN(Cc1cc2cc3c(cc2[nH]c1=O)OCO3)C(=S)NCc1ccco1	-5.1
Cn1nc(C(F)(F)F)cc1C(=O)O	12.8
COc1cc(OC)c(NC(=O)c2cc3ccccc3cc2O)cc1Cl	-11.8
O=C(NCc1cccnc1)c1cc(-c2cccs2)on1	-45.5
O=C(O)Cn1c(SCc2ccccc2)nc2ccccc21	-9.7
COc1cccc(S(=O)(=O)N(C)C[C@H]2OCc3ccccc3-c3ccccc3C(=O)N([C@H](C)CO)C[C@@H]2C)c1	8.3[25 µM]
Cc1cc(C(=O)OCC(=O)NC(C)C)c(C)o1	10.0
Cc1ccc(N2CC(C(=O)Nc3ccc(S(=O)(=O)N4CCOCC4)cc3)CC2=O)cc1Cl (stereo unspecified)	7.1
CNC(=O)n1cc(C)c(-c2cccs2)n1	-1.2
CN(C)C(=O)c1ccc(-c2ccccc2[C@@H]2[C@@H](C#N)N(C(=O)C3CCCC3)[C@@H]2CO)cc1	1.1
COc1ccc(CNC(=O)N(C)C[C@@H]2OCc3ccccc3-c3c(n(C)c4ccccc34)C(=O)N([C@H](C)CO)C[C@@H]2C)cc1	15.5[25 µM]
COc1ccc(Cn2c(=O)c3cccnc3n(Cc3ccc([N+](=O)[O-])cc3)c2=O)cc1	-1.0
CCOC(=O)c1sc2ncn(C(CC)C(=O)OCC)c(=O)c2c1C (stereo unspecified)	-19.0
COc1cccc(N2CCN(CC(=O)Nc3nc4c(s3)CC(C)CC4)CC2)c1 (stereo unspecified)	8.5
CC(=O)c1ccc(NC(=O)CCCN2C(=O)COc3ccc(C)cc32)cc1	1.4
COC(=O)CN(c1ccccc1)S(=O)(=O)c1cc(Br)ccc1OC	5.6
CN(C)CCNC(=O)COc1ccc(Cl)cc1Cl	2.4
O=C(CCc1ccccc1)NCCS(=O)(=O)N1CCN(c2ccccc2)CC1	11.1
Cc1ccc(C(=O)N2N=C(c3ccccc3)CC2(O)C(F)(F)F)o1 (stereo unspecified)	2.3
COc1cc(C)c(C2NC(=O)c3ccccc3N2)cc1C (stereo unspecified)	-4.1
O=C(CN1C(=O)NC2(CCc3ccccc32)C1=O)Nc1c(Cl)cccc1Cl (stereo unspecified)	3.5
CCCCC1CCC(C(=O)N(C)CC(=O)Nc2cccc(OC)c2)CC1 (stereo unspecified)	1.7
COc1cccc(-c2ccc([C@H]3[C@H]4CN(S(=O)(=O)c5cccs5)CCCCN4[C@H]3CO)cc2)c1	13.9[25 µM]
OC[C@@H]1[C@H](c2ccc(C#Cc3ccccc3F)cc2)[C@H]2CN(CC3CCOCC3)CCCCN12	-18.1[25 µM]
C[C@@H]1CCCCO[C@H](CN(C)Cc2ccc(C(=O)O)cc2)[C@@H](C)CN([C@H](C)CO)C(=O)c2cc(N(C)C)ccc2O1	11.7[25 µM]
Cc1nn(C)c(C)c1NS(=O)(=O)c1ccc(Cl)s1	7.5
O=C(O)C1NCCc2ccccc21 (stereo unspecified)	2.9
C[C@H](CO)N1C[C@H](C)[C@H](CN(C)C(=O)CCC(F)(F)F)OCc2ccccc2-c2c(n(C)c3ccccc23)C1=O	0.3[25 µM]
COCc1ccc(C(=O)N2CCCC(Nc3ccc4c(c3)OCCO4)C2)o1 (stereo unspecified)	0.9
C/C=C/c1ccc(OCC(=O)N(C)CC(=O)Nc2ccc(F)cc2)c(OC)c1	0.1
O=C(C[C@@H]1C[C@H]2c3cc(NC(=O)NC4CCCCC4)ccc3O[C@H]2[C@H](CO)O1)NC1CCCCC1	14.9
CCOc1nc(CC(C)C)c2c(c1C#N)CC(C)(C)OC2	3.0
O=C(c1ccc2c(c1)OCO2)N1CCCN(C(=O)c2ccc3c(c2)OCO3)CC1	9.0
COc1ccc(CN(C)C[C@H]2OCCCC[C@H](C)Oc3ccc(NC(=O)C4CCCCC4)cc3C(=O)N([C@@H](C)CO)C[C@@H]2C)cc1	-5.2[25 µM]
O=c1cc(-c2ccc([N+](=O)[O-])cc2)nc2cc(-c3ccc(F)cc3)[nH]n12	-2.3
COc1cccc(S(=O)(=O)N2CCCCN3[C@H](CO)[C@H](c4ccc(C#CCC(C)C)cc4)[C@@H]3C2)c1	30.0[25 µM]
Cc1ccc(CN2CCN(Cc3nc4ccccc4nc3C)CC2CCO)cc1 (stereo unspecified)	6.8

Next compounds
Molecule	BL2 CD40 inh
O=C(Nc1cnn(C23CC4CC(CC(C4)C2)C3)c1)c1cc(-c2ccccc2)on1	7.1
O=S(=O)(c1ccc(Cl)cc1)N1CCC(O)(c2cccnc2)CC1	11.7
COCCOC(=O)C1=C(C)NC(C)=C(C(=O)OC/C=C/c2ccccc2)C1c1cccc([N+](=O)[O-])c1 (stereo unspecified)	-14.2[25 µM]
CO[C@H]1CN(C)C(=O)c2cc(NC(=O)c3cc(C)on3)ccc2OC[C@@H](C)N(C(=O)C2CC2)C[C@H]1C	-6.0
O=C(C[C@H]1C[C@H]2c3cc(NC(=O)NC4CCCCC4)ccc3O[C@H]2[C@@H](CO)O1)NCC(F)(F)F	-3.0[25 µM]
COC(=O)c1c(NC(=O)COC(=O)CCNS(=O)(=O)c2ccc(NC(C)=O)cc2)sc(C)c1C	0.3
O=C(NCc1ccco1)C1Cc2ccccc2CN1C(=O)c1ccco1 (stereo unspecified)	12.9
O=C(CCCc1ccc(-c2ccccc2F)cc1)Nc1ccc(O)cc1	-21.9[25 µM]
COCC1CCN(C(=O)CCc2nnc(C3(c4ccc(Cl)cc4)CCC3)o2)CC1	-32.7
CC(C)CC#Cc1ccc([C@@H]2[C@@H](CO)N3C(=O)CN(C(=O)c4cccc(F)c4)C[C@@H]23)cc1	6.8[25 µM]
COc1ccc(CNC(=O)N(C)C[C@H]2OCc3ccccc3-c3c(n(C)c4ccccc34)C(=O)N([C@H](C)CO)C[C@H]2C)cc1	26.7[25 µM]
O=C(Nc1ccc(F)cc1)N1C[C@H]2[C@@H](c3ccccc31)[C@@H](CO)N2C(=O)Cc1ccccn1	-5.3
CC(=O)OCC1OC(n2c(S)c(C#N)c(-c3ccccc3)c(C#N)c2=O)C(OC(C)=O)C(OC(C)=O)C1OC(C)=O (stereo unspecified)	35.7
O=C(Nc1ccccc1)Nc1ccc(Oc2cccnc2)nc1	-29.1
O=C([C@H]1[C@H](CO)[C@H]2Cn3c(ccc(C4=CCCC4)c3=O)[C@@H]1N2C(=O)c1cccnc1)N1CCOCC1	-8.1[25 µM]
CN1C(=O)c2cc(NC(=O)Nc3ccccc3Cl)ccc2OC[C@H]2O[C@H](CC(=O)NCCCN3CCOCC3)CC[C@@H]21	-1.2[25 µM]
O=C(C[C@H]1CC[C@@H]2[C@H](COC[C@@H](O)CN2Cc2nccs2)O1)N1CCC(Cc2ccccc2)CC1	11.5[25 µM]
O=S(=O)(Nc1cccc(-c2cn3ccsc3n2)c1)c1ccc(F)cc1	-10.6
O=C(NCC12CC3CC(CC(C3)C1)C2)c1nc2ncccn2n1	-1.3
C/C=C/c1cnc2c(c1)C(=O)N([C@@H](C)CO)C[C@@H](C)[C@H](CN(C)C(=O)C1CCOCC1)O2	-11.9[25 µM]
O=C(NCc1ccccc1)C1CCCN(S(=O)(=O)c2cccs2)C1 (stereo unspecified)	3.3
COc1ccccc1C/C(N)=N/OC(=O)c1ccc2c(c1)OCO2	-44.1
COC(=O)c1sccc1NC(=O)c1c(C)noc1C	-6.5
O=C(CN1CCCCCC1)Nc1ccc(Oc2ccccc2)cc1	-11.4
COc1ccc(S(=O)(=O)N2CCCCC2)cc1NC(=O)c1cc(C)on1	9.2
COc1ccccc1C(=O)Nc1cccc(-c2cn3ccsc3n2)c1	-32.1

Screening results: PubChem, Broad Institute

Some of the compounds tested. The share of hits here may be higher or lower than overall.
